IDE cell inh: inhibitors of human insulin-degrading enzyme in cells; inhibition, % at 5.59 µM; AID 434962; actives 0.41% (n = 320,000); HEK cells, FAbetaB cleavage, fluorescence polarization;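 active means percent inhibition above the average of all tested compounds plus 3 SD, set per screening campaign, cut at about 16% in these data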;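 further: IDE supplied by intact live HEK cells; FP after avidin binding of uncleaved biotin substrate so inhibition keeps polarization high; 0% = DMSO wells and 100% = 60 µM reference IDE inhibitor Ii1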
p-CIP stab down: compounds decreasing mouse p/CIP protein stability; Q05BA5; actives 0.01% (n = 290,000); F442A p/CIP-EGFP cells, EGFP fluorescence, 16 h; decrease of EGFP signal, % at 10 µM;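 active means EGFP signal decrease of at least 30% at 10 µM or well 3 SD below plate mean, unless failing retest; inactive means the rest, including hits failing retest or dose response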; further: some compounds called inactive have numbers as strong as hits; many of its hits are not listed in these tables
GalR3 antag: antagonists of human GalR3; O60755; HEK293 GalR3-CNG cAMP membrane potential fluorescence; galR3 body fused to GalR1 C-terminus; inhibition, % at 3 µM; actives 0.44% (n = 360,000); AID 651719;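 active means inhibition above the screen-wide average plus 3 SD, cut at about 13% in these data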;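 further: forskolin and galanin both at EC90 stimulate the cells; cAMP rise reported by CNG channel membrane potential dye signal; 0% = forskolin plus galanin with DMSO and 100% = forskolin alone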
Target sequence (O60755 1-299 limits assumed): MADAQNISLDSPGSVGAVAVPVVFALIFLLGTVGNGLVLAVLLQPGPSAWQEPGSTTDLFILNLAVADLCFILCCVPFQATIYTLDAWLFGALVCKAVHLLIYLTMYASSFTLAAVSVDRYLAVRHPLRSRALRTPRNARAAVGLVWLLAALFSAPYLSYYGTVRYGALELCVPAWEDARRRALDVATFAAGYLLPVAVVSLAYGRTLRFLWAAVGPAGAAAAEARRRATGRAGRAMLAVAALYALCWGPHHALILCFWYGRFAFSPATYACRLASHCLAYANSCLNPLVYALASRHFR
SUMO HTRF inh: SUMOylation inhibition; HTRF SUMOylation assay, SAE1/SAE2 + UBC9, in vitro; inhibition, % at 35 µM; actives 0.36% (n = 290,000); in the data active means inhibition above about 50%, passing the limit was not always enough; further: strong numbers were not always called active
Target sequence (P63279 whole entry, looked up): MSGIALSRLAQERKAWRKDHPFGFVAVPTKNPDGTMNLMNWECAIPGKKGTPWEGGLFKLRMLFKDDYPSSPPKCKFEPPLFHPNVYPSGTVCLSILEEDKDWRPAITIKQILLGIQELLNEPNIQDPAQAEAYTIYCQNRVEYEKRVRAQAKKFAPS
IDE act: activators of human insulin-degrading enzyme in cells; P14735; HEK cells, FAbeta-B cleavage, fluorescence polarization; 0% vehicle, 100% cell-free pure enzyme wells; activation, % at 5.96 µM; actives 0.073% (n = 340,000); AID 493087;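 active means activation above the mean of all tested compounds plus 3 SD, set per screening campaign, cut at about 17% in these data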
IMP-1 inh: inhibitors of Pseudomonas aeruginosa IMP-1 metallo-beta-lactamase; inhibition, % at 5.6 µM; actives 0.45% (n = 290,000); purified IMP-1, nitrocefin hydrolysis, epi-absorbance fluorescence;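 active means inhibition above the mean plus 3 SD of all compounds in the same screening run, cut at about 4.5% in these data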;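 further: 0% = IMP-1 with DMSO and 100% = DMSO wells lacking enzyme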
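System – purified recombinant IMP-1 beta-lactamase · Input – IMP-1 dispensed at 0.2 nM · Timing – 15 min preincubation plus 25 min reaction at 25 °C · Signal – Epi-absorbance fluorescence, 480 nm excitation, 530 nm emission · Measure – percent IMP-1 inhibition derived from blank-referenced optical density · Controls – Enzyme-plus-DMSO low control, enzyme-free DMSO high control · Replication – singlicate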
CRFR2-BP antag: antagonists of CRF-binding protein/CRF-R2 receptor complex | inhibition, % at 11.8 µM | AID 588475 | HEK293 CRF-R2/CRF-BP, CRF-induced calcium fluorescence | actives 0.59% (n = 350,000);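 active means inhibition of the ligand-induced calcium signal above about 50% at the single tested concentration, limit read from the data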
VIM-2 inh: inhibitors of Pseudomonas aeruginosa VIM-2 metallo-beta-lactamase; purified VIM-2, nitrocefin hydrolysis, epi-absorbance fluorescence; AID 1527; inhibition, % at 5.6 µM; actives 0.89% (n = 290,000);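 active means inhibition above the mean of all tested compounds plus 3 SD, cutoff set per screening run, cut at about 7.5% in these data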;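 further: red hydrolysis product quenches plate fluorescence so inhibitors raise well fluorescence; 0% = enzyme with DMSO and 100% = DMSO without enzyme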
HCV NS3 hel inh: inhibitors of Hepatitis C virus NS3 helicase | NS3 helicase DNA unwinding, Cy5 molecular beacon fluorescence | inhibition, % at 10.9 µM | actives 0.56% (n = 290,000) | AID 1800;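 active means inhibition above the mean of all tested compounds plus 3 SD, set per campaign, cut at about 35% in these data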;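 further: 0% = DMSO wells and 100% = thioflavine S control wells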
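System: HCV NS3 helicase fragment; control set: DMSO and thioflavine S; technique: Cy5 fluorescence at 0 and 60 min, beacon hairpin quenching; reagent: beacon DNA duplex substrate plus ATP; replicates: singlicate; schedule: 1 h reaction at 25 °C, ATP-initiated; medium: MOPS buffer pH 6.5 with MgCl2, DTT, Tween20, BSA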
Numbers without * were called inactive; . = no result given.

SMILES	IDE cell inh	p-CIP stab down	GalR3 antag	SUMO HTRF inh	IDE act	IMP-1 inh	CRFR2-BP antag	VIM-2 inh	HCV NS3 hel inh
COc1ccc(CCCNC(=O)C2CCC(=O)N(CC3CCCCC3)C2)cc1 (stereo not drawn)	5.0	-12.4	1.9	8.3	-4.5	0.6	-4.8	-2.2	2.1
Cc1cc(C)cc(NC(=O)Cn2nnc(C(=O)NCc3ccc4c(c3)OCO4)c2N)c1	1.9	-0.6	-7.4	37.8	-1.5	-3.0	-8.5	-6.2	0.6
Cc1ccc(C)c(CS(=O)(=O)c2cn(CC(=O)N3CCCCC3)c3ccccc23)c1	12.4	-0.4	-10.9	-4.0	3.5	-4.8	-3.7	-3.6	5.8
COC(=O)/C=C1\C(=O)N(c2nc3ccccc3s2)C(=S)N1c1ccc(F)cc1	-0.5	12.0	-4.8	-1.0	3.8	-1.1	-35.1	-1.4	1.4
COCCn1cc(C(=O)NCCCOC(C)C)c2c3ccccc3n(C)c2c1=O	-0.5	2.0	-6.5	8.6	3.1	-2.0	-1.3	1.3	-2.9
CC(C)N(Cc1ccccc1)C(=O)C1CCN(c2ncnc3c2nc2n3CCCCC2)CC1	2.1	2.2	-3.8	12.3	4.3	-1.6	-3.4	-2.3	-6.9
Cc1ccc(C(=O)N2CCC(n3nccc3NC(=O)Nc3cccc(F)c3)CC2)cn1	2.8	-8.4	1.7	.	5.8	-0.9	23.8	-1.3	3.0
O=C1Nc2ccc(Br)cc2C12OCCO2	-1.9	.	-4.0	.	-0.5	.	0.2	.	.
O=C(Nc1cccc2ccccc12)NC1CCS(=O)(=O)C1 (stereo not drawn)	2.9	-9.5	-5.4	12.0	-1.7	1.5	11.8	-0.1	8.9
CC(C)CCN1CCN(C/C=C/c2ccco2)CC1CCO (stereo not drawn)	-6.4	2.1	-5.6	30.3	2.8	-0.2	-7.1	-1.9	11.9
C=CCNC(=O)c1ccc2c(c1)N(CC)C(=O)c1ccccc1S2	4.7	-5.7	-6.8	-0.1	3.1	-1.6	-2.4	-1.8	-6.1
CC(C)CCN1CCN(Cc2ccon2)CC1CCO (stereo not drawn)	-3.2	3.6	0.4	7.8	2.3	-1.3	-21.0	-1.2	-4.3
CN(C(=O)CCCN1CCCC1=O)C1CCCN(Cc2ccccc2F)C1 (stereo not drawn)	.	7.8	-1.0	-12.4	4.7	0.2	-11.6	-2.1	3.5
COc1ccc(N(C(=O)c2ccn[nH]2)C(C(=O)NC2CCCC2)c2ccc(F)cc2)cc1 (stereo not drawn)	0.7	8.4	-9.2	-6.4	1.7	-3.8	-1.0	-3.7	-2.9
Cc1cc(C)n(-c2cccc(Cl)c2)c(=O)c1C#N	1.9	-9.5	-3.1	9.6	2.8	-3.2	-5.2	-1.9	20.4
Cc1cc(C)nc(SCc2nnc(SCC(=O)Nc3nccs3)n2C)n1	.	-3.0	-2.6	2.0	2.9	0.5	0.3	0.4	4.8
Cc1cccc(C)c1NC(=O)CN(C)C(=O)CCC(=O)c1ccccc1	-3.0	.	-3.8	.	3.3	.	7.6	.	.
O=c1[nH]c(N/N=C/c2ccc(O)cc2)nc2ccccc12	1.6	-2.4	-1.1	13.0	-2.1	-2.4	1.6	-5.5	9.8
CC(C)OCCCNC(=O)CCc1nc(-c2ccccc2)no1	0.1	-7.1	0.7	31.6	7.7	-3.1	4.7	-2.5	-13.6
Cc1ccc2cc(C(c3nnnn3C(C)(C)C)N3CCCCCC3)c(=O)[nH]c2c1 (stereo not drawn)	6.0	-5.3	.	55.8	2.1	-1.5	3.9	-0.8	0.3
CCC(/C=N/NC(=O)C(N)=O)CC	2.2	-2.7	0.5	0.7	-1.3	-0.7	-3.9	-0.1	4.5
C#CCOc1ccc(/C=C2/C(=O)ON=C2C)cc1Br	-1.4	6.3	-8.7	-5.6	-2.5	-1.0	-7.0	3.2	7.6
COc1ccc(NC(=O)CO/N=C(\C)c2cccs2)cc1	-1.9	4.9	-5.9	-2.4	-4.7	-2.1	-2.9	-1.6	2.5
CCCC(=O)Nc1nnc(SCC(=O)NCc2ccco2)s1	-5.8	9.3	1.1	6.5	5.9	-3.9	8.0	3.1	4.3

A different layout for 2 compounds above.
SMILES | IDE cell inh | p-CIP stab down | GalR3 antag | SUMO HTRF inh | IDE act | IMP-1 inh | CRFR2-BP antag | VIM-2 inh | HCV NS3 hel inh
C=CCNC(=O)c1ccc2c(c1)N(CC)C(=O)c1ccccc1S2 | 4.7 | -5.7 | -6.8 | -0.1 | 3.1 | -1.6 | -2.4 | -1.8 | -6.1
CC(C)CCN1CCN(Cc2ccon2)CC1CCO (stereo not drawn) | -3.2 | 3.6 | 0.4 | 7.8 | 2.3 | -1.3 | -21.0 | -1.2 | -4.3

Further results follow:
SMILES	IDE cell inh	p-CIP stab down	GalR3 antag	SUMO HTRF inh	IDE act	IMP-1 inh	CRFR2-BP antag	VIM-2 inh	HCV NS3 hel inh
C=CCN1C(=O)C2C(C(=O)NC3CCCCC3)C3C=CC2(O3)C1C(=O)NC1CCCC1 (stereo not drawn)	-4.0	-6.5	-3.6	12.6	7.7	-0.1	-11.7	-2.8	0.1
CCCNC(=O)c1ccc(COc2ccc(C)cc2)o1	8.1	4.4	-7.9	-10.5	-0.6	1.3	11.5	1.5	4.2
CC(CN1CCCCC1)OC(=O)c1ccco1 (stereo not drawn)	1.6	-5.7	-6.3	-0.6	4.5	-1.2	0.8	-0.3	5.0
O=C(NCc1cccnc1)C(=O)c1c[nH]c2ccccc12	-0.3	2.1	2.8	10.3	1.8	1.0	-3.6	1.0	-15.1
Cc1ccccc1NC(=O)c1ccc(NC(=O)c2ccco2)cc1	6.5	-3.2	-5.5	-4.5	-0.9	-1.6	2.4	0.3	3.7
CCOC(=O)NN1C(=O)c2ccccc2NC1c1ccc(OC)cc1 (stereo not drawn)	3.8	14.1	6.0	10.1	1.6	-4.2	7.7	-3.1	11.0
COc1cc(/C=N/O)ccc1Oc1ccc([N+](=O)[O-])cc1[N+](=O)[O-]	9.0	1.5	-3.4	11.6	3.5	-1.6	-19.9	-2.7	3.2
COc1ccc(C2C(C(N)=O)=C(C)Nc3nc(CCCO)nn32)cc1OC (stereo not drawn)	5.5	-21.1	.	4.8	0.1	-5.3	-2.2	-5.3	-1.0
CCCCN(CC)CCNC(=O)c1cc2c(=O)[nH]c3ccccc3c2s1	3.5	-0.5	-11.2	9.4	-0.3	-3.6	-3.9	7.0	-13.0
CC1=C(C(=O)N2CCOCC2)C(c2cccs2)NC(=O)N1 (stereo not drawn)	6.7	-27.7	-2.0	13.2	4.2	-1.9	1.1	-1.6	1.9
COc1ccc(S(=O)(=O)N(C)C[C@H]2Oc3ccc(NS(=O)(=O)c4ccccc4)cc3C(=O)N([C@H](C)CO)C[C@@H]2C)cc1	-1.6	.	-7.2	.	3.2	.	-6.2	.	.
COc1ccc(S(=O)(=O)NC(C)C(=O)NCc2ccncc2)cc1C (stereo not drawn)	2.9	-7.8	-5.5	5.7	-4.3	-2.6	7.6	-1.5	3.5
N#Cc1c(-c2ccc(Cl)cc2)cc(-c2ccccc2)nc1SCC(=O)O	5.0	-18.5	-10.2	20.1	4.8	-3.9	38.0	-0.6	21.7
O=C(N/N=C/c1cccc([N+](=O)[O-])c1)c1cccs1	-6.6	-0.4	-2.9	-2.2	-2.1	-4.3	22.6	-4.4	16.5
CC(C)(C)C1CCC(C(=O)Nc2ccccc2)CC1 (stereo not drawn)	-2.1	-6.3	-2.5	7.9	4.9	-2.3	-22.6	-2.8	4.1
CCc1nc2oc3ccc(C)cc3c(=O)c2cc1C(=O)OC	.	-19.3	-7.3	5.5	1.5	-3.2	-1.7	2.2	1.9
COc1cc(OC)cc(C(=O)NNC(=O)c2cc3ccccc3cc2O)c1	.	1.1	-7.6	21.3	1.2	-0.5	27.5	-3.3	-1.3
N#C/C(=C\c1ccc(N2CCOCC2)o1)c1nc2ccccc2[nH]1	20.0*	-22.6	-1.0	-8.6	-150.7	-0.8	-61.7	-3.2	17.8
Cc1cc(/C=N/NC(=O)CC2(C)OCCO2)c(C)n1-c1ccc(Cl)c(Cl)c1	6.6	-1.4	3.4	12.7	-2.9	-2.3	-57.6	-3.0	-4.6
CC(/C=C/c1ccco1)=N/NC(=O)c1ccccc1Cl	-3.7	-6.8	-5.6	-16.2	0.2	-1.2	-35.6	-3.9	-4.7
COc1cccc(C2CCCCN(C)C2=O)c1 (stereo not drawn)	5.2	2.3	-1.1	1.1	-3.0	-1.3	4.3	0.0	0.2
CC(C)CC(=O)N=C1SC2CS(=O)(=O)CC2N1Cc1ccccc1Cl (stereo not drawn)	-2.7	-10.0	-1.3	9.1	.	-2.2	-5.6	-3.9	-0.3
CC(C)c1ccc(NC(=O)COC(=O)CC2CCCC2)cc1	-2.4	.	-8.4	.	3.5	.	-2.6	.	.
N#Cc1ccc(N/N=C/c2cn(-c3ccccc3)nc2-c2ccccc2)c([N+](=O)[O-])c1	0.4	4.7	0.9	-12.5	-0.1	-2.3	3.7	-0.2	-17.7
Fc1ccc(-c2csc(-c3ccncc3)n2)cc1	5.3	-1.9	-5.7	32.1	-6.6	-2.6	3.1	0.7	-15.1
COc1c(F)c(F)c(C(=O)O)c(Nc2ccccc2C)c1F	4.7	5.5	-4.4	6.2	2.5	-4.9	23.0	-2.6	8.6
COC(=O)c1sc(SC)c(-c2ccon2)c1C	3.1	1.8	-4.8	13.8	2.5	1.4	26.6	1.5	-0.9
Fc1ccc(N=C2NN=C(c3cc(F)ccc3F)CS2)cc1	6.8	0.0	0.9	-29.6	-7.6	-5.0	1.8	-3.2	6.1
O=C(NNc1ccccc1[N+](=O)[O-])Nc1ccc(F)cc1	-2.7	-1.8	1.6	0.5	0.9	-1.9	2.1	-1.7	4.0
CC(=O)Nc1c(O)c2ccccc2[nH]c1=O	10.8	-8.3	9.1	13.4	-3.4	-2.6	4.9	-3.5	8.6
S=c1[nH]nc(-c2ccco2)n1/N=C/c1cccc(Cl)c1	-2.5	-2.2	-2.3	6.8	-1.7	-3.9	7.2	9.1*	6.2
O=C(NCc1cccs1)C1CCCN(S(=O)(=O)c2ccc(Br)s2)C1 (stereo not drawn)	-0.1	-31.8	-1.4	-9.9	3.0	0.8	6.3	-1.7	-19.1
CC(C)c1ccccc1NC(=O)COc1ccc2c(=O)c(Oc3ccc4ccccc4c3)coc2c1	8.3	-5.7	.	-15.8	.	-2.9	.	-3.9	0.3
O=C1CCC([N+](=O)[O-])C(c2cccc(Br)c2)N1 (stereo not drawn)	7.2	0.2	-3.0	-7.0	-4.8	-2.0	4.7	2.8	-2.4

Compound activity deposited in PubChem BioAssay by several laboratories.

Compounds as they come, and some 3.2% of all compounds hit somewhere here.
